# FLuc counter – qHTS profiling assay for firefly luciferase inhibitor/activator using purifed enzyme and Km concentrations of substrates (counterscreen for miR-21 project). Luciferin 4-monooxygenase (Photinus pyralis), P08659. purified FLuc, Km substrates, luminescence inhibition. Potency, µM (highest dose often 57.5 µM), for the others: at the highest dose activity change, negative = inhibition, usual class: inhibitors. 360,000 tested, 6.9% active. AID 588342, 2011;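 note: potency is the fitted concentration of half-maximal effect; plate controls were vehicle for no effect and reference inhibitor for full effect; nearly all actives have a fitted effect of over 55% in size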
# Target sequence (P08659 whole entry, looked up): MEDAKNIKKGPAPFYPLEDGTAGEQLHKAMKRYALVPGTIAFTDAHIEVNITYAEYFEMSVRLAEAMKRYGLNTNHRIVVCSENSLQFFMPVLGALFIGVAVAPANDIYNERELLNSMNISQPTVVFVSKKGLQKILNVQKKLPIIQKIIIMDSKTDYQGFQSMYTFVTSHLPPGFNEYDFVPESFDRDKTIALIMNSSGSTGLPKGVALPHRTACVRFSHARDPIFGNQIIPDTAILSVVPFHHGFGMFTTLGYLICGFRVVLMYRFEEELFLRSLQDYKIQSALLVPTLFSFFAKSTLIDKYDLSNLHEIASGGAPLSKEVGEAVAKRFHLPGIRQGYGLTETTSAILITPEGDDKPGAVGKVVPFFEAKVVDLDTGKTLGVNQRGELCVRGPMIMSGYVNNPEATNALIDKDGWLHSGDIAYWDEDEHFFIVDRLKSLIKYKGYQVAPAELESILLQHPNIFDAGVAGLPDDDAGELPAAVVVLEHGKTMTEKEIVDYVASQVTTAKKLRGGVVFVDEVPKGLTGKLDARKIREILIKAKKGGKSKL
#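 Purified P. pyralis luciferase (10nM final) with 10uM D-luciferin and 10uM ATP (Km levels) in 50mM Tris acetate pH 7.5, 10mM Mg acetate, 0.01% Tween-20, 0.05% BSA; qHTS 6-point titration, ~60 µM downward; luminescence read.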
# Tb PFK block – qHTS Assay to Find Inhibitors of T. brucei phosphofructokinase | 330,000 tested, 0.17% active | AID 485367, 2010 | T. brucei PFK, ADP-Glo luminescence | Potency, µM (series often up to 57.5 µM), without a hit: at the highest dose activity, negative = inhibition, usual class: inhibitors;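 note: potency is the fitted concentration of half-maximal effect; 0% = uninhibited 1x PFK enzyme wells and -100% = no-enzyme wells; nearly all actives have a fitted effect of over 60% in size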
#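 In TEA buffer at pH 8.0 with 5 mM MgCl2, enzyme (1.25 nM) converted F6P (0.5 mM) and ATP (0.1 mM) for 45 min at room temperature. ADP product was read by luciferase luminescence.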
# TRPV1 agonist – HTS Assay for Compounds that Act as Agonists of the Vanilloid Receptor 1 | Transient receptor potential cation channel subfamily V member 1 (Homo sapiens), Q8NER1 | TRPV1-expressing cells, Fluo-8 calcium influx, agonist mode | activation, % at 8.33 µM | 320,000 tested, 0.19% active; in the data active = activation above about 80%; inconclusive = between about 30% and that limit; note: 0% is about no effect
#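 Cells expressing TRPV1 were dye-loaded with Fluo-8 and read kinetically: 10 s baseline, 3 min after compound (agonist portion), then 2 min after EC20 capsaicin (allosteric enhancer portion). Calcium-bound dye fluorescence at 480/520 nm.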
# BRCA1 expr act – qHTS Assay to Identify Small Molecule Activators of BRCA1 Expression | Potency, µM (titrated, usually from 46.1 µM), without a hit: top-dose activation, hits mostly activators | MCF7-BRCA1-FFLuc reporter, luminescence, 48 h; response scale: scaled: vehicle 0%, 10 µM genistein 100% | 380,000 tested, 1.1% active | AID 624202, 2012; note: potency is the fitted concentration of half-maximal effect; nearly all actives have a fitted effect of over 80% in size; some results filed as inactive show a strong effect at the top dose
#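 MCF7-BRCA1-FFLuc cells, 2000/well in phenol-red-free MEM, attached 2 h then treated 48 h at 37 C. Luciferase luminescence read 15 min after reagent; normalized to genistein maximum activation (10microM) and DMSO, concentration-response fitted.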
# RORg inh – qHTS for inhibitors of ROR gamma transcriptional activity; Nuclear receptor ROR-gamma (Mus musculus), P51450; Potency, µM (doses to about 53.6 µM), for the others: top-dose activity change, negative = inhibition, most hits filed as inhibitors; Drosophila S2 Gal4-RORgamma UAS-luciferase reporter, 20 h; 310,000 tested, 5.4% active; note: potency is the fitted concentration of half-maximal effect; % is set by controls: 0 for no effect and ±100 for the full control effect; nearly all actives have a fitted effect of over 60% in size
# Target sequence (P51450 whole entry, looked up, the tested form may be a part): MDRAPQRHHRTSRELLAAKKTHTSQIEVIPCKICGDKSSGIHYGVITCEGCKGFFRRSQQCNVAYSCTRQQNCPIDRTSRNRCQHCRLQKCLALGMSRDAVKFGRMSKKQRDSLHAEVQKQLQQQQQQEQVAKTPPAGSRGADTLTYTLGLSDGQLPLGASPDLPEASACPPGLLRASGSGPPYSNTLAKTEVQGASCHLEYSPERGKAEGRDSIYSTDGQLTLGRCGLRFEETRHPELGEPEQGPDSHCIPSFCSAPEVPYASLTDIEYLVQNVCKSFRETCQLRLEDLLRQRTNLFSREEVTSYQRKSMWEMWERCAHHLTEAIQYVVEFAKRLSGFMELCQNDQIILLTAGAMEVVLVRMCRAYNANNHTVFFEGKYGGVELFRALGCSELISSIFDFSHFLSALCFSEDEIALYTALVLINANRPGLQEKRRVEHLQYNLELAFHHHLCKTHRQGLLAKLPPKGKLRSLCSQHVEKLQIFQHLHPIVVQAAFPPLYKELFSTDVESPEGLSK
#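 Luminescence from a UAS-regulated Photinus luciferase reporter in stably transfected Drosophila Schneider cells is measured; decreased signal marks ROR gamma inhibition. Fusion expression is induced by 700 uM copper sulfate for 20 hr.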
# Rab9 prom act – qHTS Assay for Rab9 Promoter Activators; Huh7 Rab9 promoter-luciferase reporter, luminescence, 24 h; Potency, µM (doses to about 9.22 µM), inactives show at the top dose activation, negative = inhibition, actives largely listed as activators; 320,000 tested, 2.8% active; note: potency is the fitted concentration of half-maximal effect; % of control where 0% means no effect; nearly all actives have a fitted effect of over 60% in size
#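 Measured in stably transfected Huh7 cells bearing a Rab9 promoter–luciferase construct: 24 h compound treatment at 37 °C, followed by luminescence detection.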
# ELG1 DNA repair – qHTS screen for small molecules that inhibit ELG1-dependent DNA repair in human embryonic kidney (HEK293T) cells expressing luciferase-tagged ELG1; AID 504467, 2011; Potency, µM (top dose mostly 46.1 µM), for the others: at the highest dose activity change, negative = inhibition, usual class: inhibitors; HEK293T ELG1-luciferase reporter, luminescence, 16 h; DNA damage induced by 5-fluorouridine; 330,000 tested, 2.3% active; note: potency is the fitted concentration of half-maximal effect; % is set by controls: 0 for no effect and ±100 for the full control effect; nearly all actives have a fitted effect of over 55% in size
#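 Luminescence from the luciferase reporter, measured 30 min after ONE-Glo reagent at room temperature, was the read-out. Beforehand, 2,000 cells per well were exposed for 16 hr at 37 °C to 5-fluorouridine together with compound or vehicle.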
# VP16 counter – VP16 counterscreen qHTS for inhibitors of ROR gamma transcriptional activity. Drosophila S2 Gal4-VP16 UAS-luciferase, luminescence, 20 h. Potency, µM (doses to about 53.6 µM), for the others: top-dose activity, negative = inhibition, hits mostly inhibitors. 310,000 tested, 3.5% active;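 note: Gal4-VP16 expression switched on by copper sulfate through the metallothionein promoter; potency is the fitted concentration of half-maximal effect; % is set by controls: 0 for no effect and ±100 for the full control effect; nearly all actives have a fitted effect of over 50% in size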
# p53 reactivation – qHTS assay for re-activators of p53 using a Luc reporter. AID 504706, 2011. Potency, µM (top dose mostly 92.2 µM), without a hit: at the highest dose activity change, positive = activation, hits mostly activators. H1299 p53-A138V BP100-luciferase reporter, luminescence, 24 h. 320,000 tested, 0.063% active; note: potency is the fitted concentration of half-maximal effect; % of control where 0% means no effect; nearly all actives have a fitted effect of over 45% in size
#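 p53-null H1299 cells stably carrying temperature-sensitive p53-A138V and a BP100-luciferase reporter were pinned with compounds (4-point, 1:5 series) and held 24 hrs at 37 deg C. Luminescence was read 10 min after detection reagent.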
# NPC1 promoter act – qHTS Assay for NPC1 Promoter Activators. 320,000 tested, 2.4% active. AID 485313, 2010. Huh7 NPC1 promoter luciferase reporter, 24 h. Potency, µM (top dose mostly 9.22 µM), without a hit: at the top dose activation, usual class: activators;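 note: potency is the fitted concentration of half-maximal effect; % of control where 0% means no effect; nearly all actives have a fitted effect of over 60% in size; reporter is driven by a mutant NPC1 promoter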
#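 Huh7 cells stably carrying NPC1 promoter–luciferase, plated in Opti-MEM with 10% FBS for 2 h, were exposed to compound in DMSO for 24 h at 37 °C; luciferase reagent was added for 10 min and luminescence read.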
# ELG1 genotoxic – qHTS screen for small molecules that induce genotoxicity in human embryonic kidney (HEK293T) cells expressing luciferase-tagged ELG1. HEK293T ELG1-luciferase reporter, luminescence, 16 h. 330,000 tested, 1.3% active. AID 504466, 2011. Potency, µM (top dose mostly 46 µM), for inactives: top-dose activity change, positive = activation, hits mostly activators; note: potency is the fitted concentration of half-maximal effect; % of control where 0% means no effect; nearly all actives have a fitted effect of over 60% in size
#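 Quantitative HTS format in 1536-well plates. HEK293T ELG1-luciferase reporter cells receive test compound and are incubated 16 hr at 37 °C, 5% CO2; ONE-Glo added, 30 min room temperature, then luminescence read.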
# Starred values were filed as active, the others as inactive; ? = inconclusive; / = not tested or not shown; & = joins results of further samples; [ ] = remark or other dose. Unless noted, calls come from the whole dose curve; as a rule, active = well fitted curve in the direction sought with a large enough effect; inconclusive = small, poorly fitted or top-dose-only effect, or another doubt; inactive = no such curve, though single readings can be large; an effect the other way counts as inactive or inconclusive.
No.	SMILES	FLuc counter	Tb PFK block	TRPV1 agonist	BRCA1 expr act	RORg inh	Rab9 prom act	ELG1 DNA repair	VP16 counter	p53 reactivation	NPC1 promoter act	ELG1 genotoxic
1	Cc1ccccc1OCC1CNC(=O)O1 (centres undefined)	0%	-3%	0	3%	18%	-5%	12%	1%	-8%	1%	3%
2	CCN(CC)c1cc(C(F)(F)F)nc(-c2ccccn2)n1	-1%	-3%	2	-12%	2.5µM*	6%	?	11µM*	0%	-3%	-4%
3	N/C(Cc1ccc(Cl)cc1)=N\OC(=O)c1ccc2ccccc2c1	-17%	0%	0	-59%	-26%	-1%	-1%	20µM*	?	-1%	1%
4	CCCc1nc(NC(C)=O)c(C#N)c(-c2ccco2)c1CC	9%	0%	-1	-22%	6%[10 µM]	4%	-9%	6%	-3%	-4%	1%
5	Cc1ccc(S(=O)(=O)NC2CCOC(C)(C)C2)cc1 (centres undefined)	3%[2.3 µM]	-1%	0	-10%	13%	-2%	-2%	7%	-3%	2%	0%
6	COc1ccc(N2C(=O)C3CCCN3C2c2cc(OC)c(OC)cc2OC)cc1 (centres undefined)	-3%	-3%	/	-4%	43%	-6%	?	3%	1%	7%	-7%
7	Cc1cc(-c2nnc(CCC(=O)NCc3ccc(OC(F)(F)F)cc3)o2)no1	2%	5%	1	-22%	-7%	0%	13%	0%	6%	-2%	0%
8	COc1ccc([C@@H]2CC=C(C(=O)O)[C@H](c3ccc(Cl)cc3)N2S(=O)(=O)c2ccc(Cl)cc2)cc1	0%	-3%	-1	0%	/	-2%	4%	/	6%	0%	-2%
9	CCOC(=O)C1CCN(S(=O)(=O)c2ccc3c(c2)CC(=O)N3C)CC1	1%	-5%	-2	-3%	-12%	-3%	-15%	8%	-1%	0%	-4%
10	CCOc1ccc(NC(=O)c2nsc(Cl)c2Cl)cc1	4.8µM*	2%	?	85%	-3%	1.4µM*	?	?	12%	2.2µM*	4.6µM*
11	O=C(c1ccc2nc(N3CCCCC3)sc2c1)N1CCN(Cc2ccc3c(c2)OCO3)CC1	-13%	1%	22	-3%	?	-2%	?	-9%	2%	11%	23µM*
12	O=C1c2ccccc2-c2nnc(-c3ccccc3)cc21	0.48µM*	-10%	18	-78%[inhibitor]	8.9µM*	0.56µM*	?	11µM*	-3%	1.3µM*	9%
13	CCC(Oc1ccccc1C)C(=O)Nc1ccc(S(=O)(=O)Nc2cc(C)on2)cc1 (centres undefined)	1%	-6%	1	-12%	9%	-1%	-3%	-5%	0%	0%	0%
14	O=c1[nH]cnc2c1C(c1ccccc1[N+](=O)[O-])c1c(nc[nH]c1=O)O2	1%	0%	1	2%	0%	-3%	9%	-4%	-2%	-5%	-4%
15	CCOc1ccccc1CNC(=O)C1CCCN(c2nn3c(=O)cc(C)nc3s2)C1 (centres undefined)	0%	0%	0	13%	-5%	0%	3%	-1%	2%	-1%	-1%
16	Cc1cccc(NC(=O)c2cc(-c3cc(C)cc(C)c3O)n[nH]2)c1	?	-2%	16	-1%	-11%	15%	-24%	-23%	13%	13%	-12%
17	NC(=O)CN1C(=O)C(O)(CC(=O)/C=C\C=C\c2ccccc2)c2ccccc21 (centres undefined)	-7%	-5%	0	0%	25%	-1%	3%	2%	24%	0%	-7%
18	O=C(NCCN1C(=O)S/C(=C/c2cccnc2)C1=O)c1cccs1	4%	0%	1	-17%	/	-2%	4%	/	4%	-2%	3%
19	CC(=O)Nc1ccc(C(=O)CSc2nccc(=O)[nH]2)cc1	-11%	-2%	-4	-6%	-5%	4%	5%	0%	1%	0%	6%
20	O=C(O)c1cc(-c2cc3ccccc3o2)nn1-c1ccccc1	?	2%	1	-6%	12%	14%	?	-13%	-3%	-4%	5%
21	Cn1c(N)c(C(=O)COC(=O)c2cc(C(F)(F)F)nc3ccccc23)c(=O)n(C)c1=O	6%	2%	0	/	?	-4%	-9%	2%&-3%	3%	-2%	-7%
22	O=C(Oc1cccnc1)c1cc2ccccc2oc1=O	-1%	9%	2	-1%	4%	1%	13%	1%	9%	-1%	9%
23	CC1CCc2c(nc3ncnn3c2NCCN(C)C)C1 (centres undefined)	0%	9%	-2	-8%	-21%	-1%	0%	3%[10 µM]	2%	-4%	21%
24	COC(=O)c1sccc1NC(=S)N1CC(C)CC(C)C1 (centres undefined)	5%	2%	?	0%	-17%	3%	-14%	?	1%	2%	2%
25	CC1(C)CC(NCc2cccc([N+](=O)[O-])c2)CC(C)(C)N1	-1%	0%	-2	60%	-6%	13%	?	4%	13%	-5%	3%
26	Cc1nn(C)c(Oc2ccccc2)c1CCNS(=O)(=O)c1ccc(F)cc1	-1%	3%	23	23%	34%	-1%	-15%	-6%	-10%	-3%	-5%
27	C[n+]1nc(Nc2ccccc2)sc1-c1ccc(C(=O)O)cc1	-1%	-2%	1	/	7%	-6%	11%	6%	3%	-3%	6%
28	CC1=CC(c2ccc(Cl)cc2)n2nc(NC(=O)CCC(=O)O)nc2N1 (centres undefined)	-1%	9%	1	2%	15%	2%	-1%	0%	-2%	-8%	3%
29	O=C(COc1nncc2ccccc12)Nc1c(F)c(F)c(F)c(F)c1F	-1%	0%	1	-9%	-25%	-3%	8%	-8%	-5%	-7%	2%
30	C/C(=N\NC(=O)CSc1nc2ccccc2o1)c1ccc(O)cc1	17µM*	-2%	0	61%	11µM*	3%	?	3%	3%	1%	9%
31	O=C(NCCC1=CCCCC1)c1ccc(Br)o1	?	8%	-6	73%	0%	25%	?	14%	?	26%	16µM*
32	NC(=O)COc1ccc(-c2noc(COc3ccccc3[N+](=O)[O-])n2)cc1	-8%	0%	4	20%	16%	27%	?	2%	-6%	17%	4%

# In the list so far, these have an NH in an aromatic ring.
No.	SMILES	FLuc counter	Tb PFK block	TRPV1 agonist	BRCA1 expr act	RORg inh	Rab9 prom act	ELG1 DNA repair	VP16 counter	p53 reactivation	NPC1 promoter act	ELG1 genotoxic
14	O=c1[nH]cnc2c1C(c1ccccc1[N+](=O)[O-])c1c(nc[nH]c1=O)O2	1%	0%	1	2%	0%	-3%	9%	-4%	-2%	-5%	-4%
16	Cc1cccc(NC(=O)c2cc(-c3cc(C)cc(C)c3O)n[nH]2)c1	?	-2%	16	-1%	-11%	15%	-24%	-23%	13%	13%	-12%
19	CC(=O)Nc1ccc(C(=O)CSc2nccc(=O)[nH]2)cc1	-11%	-2%	-4	-6%	-5%	4%	5%	0%	1%	0%	6%

# A different layout for part of the listing above.
22) O=C(Oc1cccnc1)c1cc2ccccc2oc1=O
  FLuc counter: -1%	Tb PFK block: 9%	TRPV1 agonist: 2	BRCA1 expr act: -1%	RORg inh: 4%	Rab9 prom act: 1%	ELG1 DNA repair: 13%	VP16 counter: 1%	p53 reactivation: 9%	NPC1 promoter act: -1%	ELG1 genotoxic: 9%
23) CC1CCc2c(nc3ncnn3c2NCCN(C)C)C1 (centres undefined)
  FLuc counter: 0%	Tb PFK block: 9%	TRPV1 agonist: -2	BRCA1 expr act: -8%	RORg inh: -21%	Rab9 prom act: -1%	ELG1 DNA repair: 0%	VP16 counter: 3%[10 µM]	p53 reactivation: 2%	NPC1 promoter act: -4%	ELG1 genotoxic: 21%
24) COC(=O)c1sccc1NC(=S)N1CC(C)CC(C)C1 (centres undefined)
  FLuc counter: 5%	Tb PFK block: 2%	TRPV1 agonist: ?	BRCA1 expr act: 0%	RORg inh: -17%	Rab9 prom act: 3%	ELG1 DNA repair: -14%	VP16 counter: ?	p53 reactivation: 1%	NPC1 promoter act: 2%	ELG1 genotoxic: 2%
25) CC1(C)CC(NCc2cccc([N+](=O)[O-])c2)CC(C)(C)N1
  FLuc counter: -1%	Tb PFK block: 0%	TRPV1 agonist: -2	BRCA1 expr act: 60%	RORg inh: -6%	Rab9 prom act: 13%	ELG1 DNA repair: ?	VP16 counter: 4%	p53 reactivation: 13%	NPC1 promoter act: -5%	ELG1 genotoxic: 3%

# Assay outcomes from PubChem BioAssay.
